Source: PubChem
RSV antiviral HEp-2 = RSV antiviral activity via CPE protection, HEp-2 cells, primary 10 µM value included (AID 2391); HEp-2 cells, RSV-induced CPE inhibition; higher % means a stronger effect; CPE inhibition, % at 10 µM; hits with a dose series show IC50 in µM; 310,000 compounds, 0.13% hits; in the data active = a potency from the dose series; note: strong numbers were not always called active
LYP inhibition = inhibitors of LYP phosphatase, biochemical, fluorescence intensity, uHTS (AID 1779) | Tyrosine-protein phosphatase non-receptor type 22 (Homo sapiens) | recombinant LYP phosphatase, fluorescence intensity; higher % means a stronger effect | one-dose inhibition, % at 11.5 µM; IC50 in µM for titrated hits | 290,000 compounds, 0.054% hits; in the data active = inhibition above about 50%;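 note: plate controls were vehicle with enzyme for no effect and no enzyme for full effect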
GPR35 arrestin U2OS = GPR35 antagonists blocking zaprinast-driven arrestin recruitment, primary screen, imaging, U2OS, beta-arrestin-GFP, zaprinast agonist (AID 2058). G-protein coupled receptor 35 (Homo sapiens). U2OS GPR35 beta-arrestin-GFP translocation imaging, zaprinast antagonism; higher % means a stronger effect. inhibition, % at 10 µM; hits with a dose series show IC50 in µM. 290,000 compounds, 0.052% hits;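 active = inhibition of at least 50% with at least 30 cells and total cytoplasm GFP at most 10,000,000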
UTI89 phage lysis = inhibition of K1F phage lysis, E. coli UTI89, bacterial capsule biogenesis inhibitors, alamar blue (AID 488966); E. coli UTI89 K1F phage lysis, alamar blue, 2 h; higher % means a stronger effect; inhibition, % at 100 µM; hits with a dose series show IC50 in µM; 340,000 compounds, 0.02% hits;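 active = phage lysis inhibition, versus mean bacterial control, above a set limit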;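 note: capsule biogenesis inhibitors block K1F phage lysis so surviving cells raise fluorescence; higher fluorescence means more inhibition of phage lysis; actives were called in the ten point dose series up to 300 µM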
NTR1 agonist = agonists of NTR1, primary screen, imaging, U2OS cells, beta-arrestin-GFP, high content (AID 493036); NTR1-U2OS beta-arrestin-GFP spot imaging, agonist mode; activation, % at 20 µM; 330,000 compounds, 0.17% hits;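 active = activation at or above 40% of the spot to cytoplasm intensity ratio, with at least 20 cells analyzed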;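 note: 0% = DMSO without peptide and 100% = 100 nM NTR1 peptide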
Target sequence (P30989 whole entry, looked up): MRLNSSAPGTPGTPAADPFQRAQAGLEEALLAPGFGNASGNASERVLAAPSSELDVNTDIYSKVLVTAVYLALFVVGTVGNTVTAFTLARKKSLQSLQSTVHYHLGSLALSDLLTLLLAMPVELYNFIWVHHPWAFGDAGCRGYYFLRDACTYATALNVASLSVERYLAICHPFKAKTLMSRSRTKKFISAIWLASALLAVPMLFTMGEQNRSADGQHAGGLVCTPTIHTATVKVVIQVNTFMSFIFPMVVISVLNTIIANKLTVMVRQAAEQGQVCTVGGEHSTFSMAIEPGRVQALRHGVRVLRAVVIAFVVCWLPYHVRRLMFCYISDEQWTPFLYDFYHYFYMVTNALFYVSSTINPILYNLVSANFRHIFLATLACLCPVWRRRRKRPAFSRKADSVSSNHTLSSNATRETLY
Autophagy HCS = autophagy modulators in MEF cells, primary screen, imaging, high-content, MEF GFP-LC3; MEF GFP-LC3 puncta imaging; test concentration mostly 10 µM; calls only at 10 µM (by protocol); 190,000 compounds, 0.98% hits; AID 463193, 2010;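 active = percentage of spot-positive cells more than 3 SD above its plate mean, without a fluorescence outlier flag or 80% toxicity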;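 note: spot-positive cell cutoff set from DMSO-treated cells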
AID2073 = inhibitors of Mint1-CaV2.2 protein interaction, biochemical, HTRF (AID 2073) | 290,000 compounds, 0.19% hits | one-dose inhibition, % at 20 µM; IC50 in µM for titrated hits | Voltage-dependent N-type calcium channel subunit alpha-1B (Homo sapiens) | HTRF protein-protein interaction, Mint1-CaV2.2; higher % means a stronger effect; in the data active = inhibition mostly above about 51%, no sharp cut-off; note: some results filed as inactive read as strong as hits
NS5 inhibitors = Dengue-2 NS5 methyltransferase inhibitors, primary screen, biochemical, confirmation dose response (AID 588689); inhibition, % at 25 µM; hits with a dose series show IC50 in µM; Dengue-2 NS5 methyltransferase capping enzyme assay, biochemical; higher % means a stronger effect; Genome polyprotein (Dengue virus type 2 (strain 16681-PDK53)); 340,000 compounds, 0.3% hits; in the data active = a potency from the dose series
WT yeast gro inh = growth inhibition of WT strain, primary screen, mitochondrial fusion inhibitor project, WT and mutant strains, chemical genetic; mitochondrial fusion phenotypic screen; inhibition, % at 10 µM; 190,000 compounds, 2.1% hits; AID 1362, 2008; in the data active = inhibition above about 58%; tested in S. cerevisiae
WT yeast gro inh mutant strain = also measured in WT yeast gro inh; calls as there; inhibition, %; mitochondrial fusion phenotypic screen, mutant strain inhibition
Autophagy HCS cell loss 18 h = second read-out of Autophagy HCS, no call of its own (marks repeat the call); toxicity, %; measured here: cell loss, nuclei count;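 cell loss after 18 h compound exposure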
NTR1 agonist cell count 20 µM = recorded beside NTR1 agonist, whose call it bears; cell count; measured here: cell count, cytotoxicity flag
NS5 inhibitors pilot replicate = second read-out of NS5 inhibitors, no call of its own (marks repeat the call); inhibition, %; measured here: pilot screen replicate inhibition
Starred values were filed as active, the others as inactive; i = inactive; . = no result given; [ ] = another dose, or the depositor's remark. Compounds were not picked by outcome; any-hit rate near 2.6%.

SMILES	RSV antiviral HEp-2	LYP inhibition	GPR35 arrestin U2OS	UTI89 phage lysis	NTR1 agonist	NTR1 agonist cell count 20 µM	Autophagy HCS	Autophagy HCS cell loss 18 h	AID2073	NS5 inhibitors	WT yeast gro inh	WT yeast gro inh mutant strain	others
CCCOC(=O)c1ccc(OCC(O)Cn2c(C)nc3ccccc32)cc1 (centres undefined)	.	-7%	3%	-1.0%	-0.4	57	i	7	-3%	-6%	19	7
CCn1c(=O)c(C(=O)NCCc2ccccc2)c(O)c2ccccc21	1.8%	5%	5%	1.8%	6.9	32	i	8	10%	3%	3	-12
CCOc1ccc(NC(=S)NC(=O)c2cnn(CC)c2)c([N+](=O)[O-])c1	.	-8%	-6%	0.0%	0.2	60	.	.	-1%	-7%	.	.
Nc1cc(=O)n(Cc2ccccc2)c(=O)n1-c1ccc(Cl)cc1	.	-4%	6%	-0.3%	-1.2	31	.	.	2%	-8%	.	.
CCN(C(=O)COC(=O)C(Cc1ccccc1)N1C(=O)c2ccccc2C1=O)C1CCS(=O)(=O)C1 (centres undefined)	-0.1%	8%	-8%	0.1%	0.8	31	i	31	-7%	1%	6	-2
Cc1ccsc1/C=N/NC(=O)c1cccs1	6.4%	5%	-9%	1.0%[50 µM]	2.8	59	i	3	6%	2%	-11	-4
Cn1c(N)c(C(=O)CSc2nc(N)cc(=O)[nH]2)c(=O)n(C)c1=O	1.6%	-9%	1%	-0.5%	1.7	80	i	-4	-4%	8%	9	0
COc1ccc(CCNC(=O)CNCCc2ccc(F)cc2)cc1	-0.8%	-6%	6%	0.0%	-0.6	78	.	.	-6%	0%	.	.
Cc1cc([N+](=O)[O-])nn1CCCC(=O)Nc1cccnc1Cl	1.6%	3%	12%	0.3%	2.0	69	i	1	2%	3%	-6	-24
C/C(=N\NC(=O)Cn1c(-c2ccccn2)nc2ccccc21)c1ccccc1	2.7%	5%	-12%	0.4%	0.0	71	i	4	-6%	-7%	5	4
CCOc1ccccc1N(CC(=O)Nc1cccc2ccccc12)S(C)(=O)=O	1.0%	-8%	13%	-2.4%	-0.1	57	.	.	8%	9%	.	.
COc1ccccc1NCCC(=O)OCC(=O)Nc1cccc(S(=O)(=O)N(C)C)c1	1.1%	.	.	0.8%[50 µM]	-2.5	60	.	.	.	2%	.	.
Cc1ccc(C(=O)N/N=C/c2cn(Cc3ccccc3)c3ccccc23)cn1	5.2%	0%	-2%	-0.8%	3.6	59	.	.	13%	1%	.	.
Cn1c(=O)c(=O)n(C)c2cc(S(=O)(=O)N3CCCC3C(=O)NCc3ccco3)ccc21 (centres undefined)	-0.5%	-4%	-3%	-0.4%[50 µM]	1.2	68	.	.	6%	2%	.	.
COc1ccccc1N1CCN(C(=O)CCNC(=O)Cn2ccc3ccccc3c2=O)CC1	2.9%	-5%	-17%	0.7%	0.8	43	.	.	10%	-6%	.	.
CCS(=O)(=O)C1=NN2C(=N)/C(=C\c3ccc(OS(=O)(=O)c4ccccc4)c(OC)c3)C(=O)N=C2S1	-0.5%	-5%	-4%	.	-0.4	62	.	.	10%	.	.	.
CS(=O)(=O)N(Cc1ccccc1)c1ccc(C(=O)Nc2ccc3c(c2)OCO3)cc1	3.6%	-5%	3%	0.0%	-0.1	79	i	-3	-2%	-3%	-14	-7
CCOC(=O)c1ccc(-c2ccc(C(=O)Nc3cccnc3)o2)cc1	5.3%	-8%	-9%	0.1%	1.1	49	i	-7	20%	-17%	-7	17
Cn1cc(CNC(=O)C2CCC(=O)N(Cc3ccc(Cl)cc3)C2)cn1 (centres undefined)	0.3%	-10%	-12%	-0.2%	1.9	50	.	.	6%	-3%	.	.
CN(Cc1nc(-c2cccc(Cl)c2)no1)C1CCOCC1	3.6%	-6%	-8%	0.0%	0.8	66	i	3	-1%	-5%	8	16
CCC(=O)Oc1ccc(C(=O)Nc2ccccc2C(=O)NCC(C)C)cc1	2.8%	2%	-5%	0.3%	-0.7	96	i	10	5%	-6%	13	6
O=C(N/N=C/c1ccsc1)c1c[nH]c2ccccc12	2.8%	-4%	-2%	2.8%[50 µM]	1.2	51	.	.	12%	-3%	.	.
C#CCNC(=O)C1=C[C@@H](c2ccc(C(F)(F)F)cc2)C[C@@H](OCc2ccc(CO)cc2)O1	2.9%	.	.	0.6%	3.6	65	.	.	.	-5%	.	.
CC(CNCC1CCCO1)COc1cccc2ccccc12 (centres undefined)	-1.0%	-3%	-5%	-0.2%	-1.3	39	i	6	0%	1%	5	-14
Cn1c(=O)c2c(nc(SCC(=O)N3CCOCC3)n2C)n(C)c1=O	1.1%	-7%	5%	-0.4%	0.3	49	.	.	-8%	-10%	.	.

A draw from above in order of SMILES length, lowest first.
SMILES	RSV antiviral HEp-2	LYP inhibition	GPR35 arrestin U2OS	UTI89 phage lysis	NTR1 agonist	NTR1 agonist cell count 20 µM	Autophagy HCS	Autophagy HCS cell loss 18 h	AID2073	NS5 inhibitors	WT yeast gro inh	WT yeast gro inh mutant strain	others
CC(CNCC1CCCO1)COc1cccc2ccccc12 (centres undefined)	-1.0%	-3%	-5%	-0.2%	-1.3	39	i	6	0%	1%	5	-14
CN(Cc1nc(-c2cccc(Cl)c2)no1)C1CCOCC1	3.6%	-6%	-8%	0.0%	0.8	66	i	3	-1%	-5%	8	16
CCn1c(=O)c(C(=O)NCCc2ccccc2)c(O)c2ccccc21	1.8%	5%	5%	1.8%	6.9	32	i	8	10%	3%	3	-12
CCCOC(=O)c1ccc(OCC(O)Cn2c(C)nc3ccccc32)cc1 (centres undefined)	.	-7%	3%	-1.0%	-0.4	57	i	7	-3%	-6%	19	7
Cn1c(=O)c2c(nc(SCC(=O)N3CCOCC3)n2C)n(C)c1=O	1.1%	-7%	5%	-0.4%	0.3	49	.	.	-8%	-10%	.	.
CCC(=O)Oc1ccc(C(=O)Nc2ccccc2C(=O)NCC(C)C)cc1	2.8%	2%	-5%	0.3%	-0.7	96	i	10	5%	-6%	13	6
CCOc1ccccc1N(CC(=O)Nc1cccc2ccccc12)S(C)(=O)=O	1.0%	-8%	13%	-2.4%	-0.1	57	.	.	8%	9%	.	.
C/C(=N\NC(=O)Cn1c(-c2ccccn2)nc2ccccc21)c1ccccc1	2.7%	5%	-12%	0.4%	0.0	71	i	4	-6%	-7%	5	4
Cn1c(N)c(C(=O)CSc2nc(N)cc(=O)[nH]2)c(=O)n(C)c1=O	1.6%	-9%	1%	-0.5%	1.7	80	i	-4	-4%	8%	9	0
CCOc1ccc(NC(=S)NC(=O)c2cnn(CC)c2)c([N+](=O)[O-])c1	.	-8%	-6%	0.0%	0.2	60	.	.	-1%	-7%	.	.

Continuation.
SMILES	RSV antiviral HEp-2	LYP inhibition	GPR35 arrestin U2OS	UTI89 phage lysis	NTR1 agonist	NTR1 agonist cell count 20 µM	Autophagy HCS	Autophagy HCS cell loss 18 h	AID2073	NS5 inhibitors	WT yeast gro inh	WT yeast gro inh mutant strain	others
COCCn1c(SCc2ccc(F)cc2)nc2c1c(=O)[nH]c(=O)n2C	4.3%	-9%	7%	-0.1%	-0.1	52	.	.	-20%	-15%	.	.
Cc1ccc2cc(CN(Cc3ccccc3)Cc3nnnn3C3CCCC3)c(=O)[nH]c2c1	-1.5%	7%	-10%	0.6%	8.8	46	i	-40	12%	-3%	54	4
O=C(O)CCc1nc2ccccc2n(CCc2ccccc2)c1=O	0.0%	-8%	4%	0.6%	-0.8	39	i	2	7%	-1%	16	18
O=C(CCCOc1cccc(Br)c1)NCCOc1ccccc1	3.0%	-7%	-10%	-0.2%	-1.1	47	.	.	11%	-4%	.	.
CCCC(=O)Nc1ccc2c(c1)nc(CCNC(=O)c1ccccc1)n2C	2.0%	-11%	-3%	2.8%	-1.1	57	i	0	3%	3%	1	15
COc1ccc(N(C(C)C(=O)NN=C2CCCC2)S(C)(=O)=O)cc1 (centres undefined)	2.0%	0%	-3%	0.1%	-1.8	83	i	11	-5%	4%	3	7
O=C(Nc1ccccc1Oc1ccccc1)c1ccccc1F	2.1%	1%	3%	7.7%[50 µM]	3.4	73	i	5	4%	1%	40	9
CCN1C(=O)c2cccc3c(NC(=O)c4ccc(OC)c(OC)c4)ccc1c23	2.2%	-3%	14%	-0.1%	0.4	87	.	.	7%	-5%	-7	-11
CC(C)c1ccc(S(=O)(=O)N2CCN(C(=O)C3CC3C)CC2)cc1 (centres undefined)	6.2%	.	.	1.0%[50 µM]	0.0	56	.	.	.	-6%	.	.
CCCc1c(O)nc(SC2CC(=O)N(c3ccc(OC)cc3)C2=O)[nH]c1=O (centres undefined)	0.1%	-6%	17%	-0.3%	2.3	67	.	.	2%	2%	.	.
O=C(c1cccc(Br)c1)c1conc1C(=O)c1ccco1	1.9%	-5%	-14%	-0.1%	-0.8	85	i	7	17%	-10%	67*	23*
CCOC(=O)c1cc(-c2ccc(F)cc2)n(CC(=O)NCc2ccccn2)c1C	1.2%	-7%	-4%	0.3%	2.1	84	i	6	3%	0%	-1	2
CCOC(=O)c1c(NC(=O)c2ccc(Br)o2)sc(C)c1CC	2.5%	-7%	2%	0.3%	10	44	i	-5	-3%	7%	32	4
COCC(C)N=C1SCCN1Cc1ccccc1 (centres undefined)	4.1%	-11%	-3%	-0.1%	3.9	59	.	.	-2%	-8%	.	.
Cc1ccc(OCCCCN2CCc3ccccc3C2)cc1	-1.5%	-10%	-6%	0.2%	-0.9	61	.	.	5%	6%	.	.	NS5 inhibitors pilot replicate=2.1
CCCNC(=O)COC(=O)/C=C/c1ccc(C)o1	0.1%	-1%	-4%	0.5%	1.0	43	i	17	12%	0%	10	1
CC1CCC(C(C)C)C(OC(=O)C2=C3c4ccccc4S(=O)(=O)N3CC2)C1 (centres undefined)	2.2%	-1%	-8%	1.4%	6.0	60	i	-4	7%	-8%	-12	1
Cc1cccc(C)c1N1C(=O)CCC(C)(C)C1=O	-0.1%	-7%	-6%	0.6%	1.6	91	.	.	5%	-2%	.	.
COc1ccc(C(=O)NCCC2=CCCCC2)cc1	2.1%	0%	-11%	0.8%[50 µM]	0.6	66	i	7	1%	-4%	5	7
COc1ccc(-c2nnc(NC(=O)c3ccccc3C)o2)cc1	1.0%	-2%	-8%	-6.9%	-1.7	66	.	.	12%	-5%	64*	45*
Brc1ccc(-c2csc(-c3c[nH]c4ccccc34)n2)cc1	11%	-8%	3%	0.5%	8.0	57	i	-18	6%	-3%	6	7
CCOc1ccccc1OCCCC(=O)Nc1sccc1C(N)=O	2.6%	0%	-15%	5.3%	-1.4	50	i	8	-5%	-5%	9	-5
